# Assay outcomes (PubChem)
# CHOP inhibitor: blocks CHOP induction under ER stress; CHO-K1 CHOP-promoter luciferase, tunicamycin-induced, 15-18 h; inhibition, % at 10 µM; 220,000 compounds, 3.8% hits; AID 2732;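 active = compounds that reduced the stress-induced luciferase reporter signal by more than about 70% of percent inhibition, limit read from the data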;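 also: 0% = tunicamycin plus vehicle and 100% = wells without tunicamycin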
# Wee1 degr inh: blocks degradation of human Wee1 kinase; P30291; HeLa Luc-Wee1K328M stability, luciferase luminescence; 100% = proteasome inhibitor MG132 effect; reporter increase, % at 5 µM; 220,000 compounds, 1.2% hits; AID 1321;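 active = activation above the mean of all tested compounds plus 3 SD, set per screening run, cut at about 8.8% in these data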;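 also: cells exposed to compound for 20 h before luminescence read; 0% = DMSO alone and 100% = MG132 at 30 µM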
# Target sequence (P30291 whole entry K328M): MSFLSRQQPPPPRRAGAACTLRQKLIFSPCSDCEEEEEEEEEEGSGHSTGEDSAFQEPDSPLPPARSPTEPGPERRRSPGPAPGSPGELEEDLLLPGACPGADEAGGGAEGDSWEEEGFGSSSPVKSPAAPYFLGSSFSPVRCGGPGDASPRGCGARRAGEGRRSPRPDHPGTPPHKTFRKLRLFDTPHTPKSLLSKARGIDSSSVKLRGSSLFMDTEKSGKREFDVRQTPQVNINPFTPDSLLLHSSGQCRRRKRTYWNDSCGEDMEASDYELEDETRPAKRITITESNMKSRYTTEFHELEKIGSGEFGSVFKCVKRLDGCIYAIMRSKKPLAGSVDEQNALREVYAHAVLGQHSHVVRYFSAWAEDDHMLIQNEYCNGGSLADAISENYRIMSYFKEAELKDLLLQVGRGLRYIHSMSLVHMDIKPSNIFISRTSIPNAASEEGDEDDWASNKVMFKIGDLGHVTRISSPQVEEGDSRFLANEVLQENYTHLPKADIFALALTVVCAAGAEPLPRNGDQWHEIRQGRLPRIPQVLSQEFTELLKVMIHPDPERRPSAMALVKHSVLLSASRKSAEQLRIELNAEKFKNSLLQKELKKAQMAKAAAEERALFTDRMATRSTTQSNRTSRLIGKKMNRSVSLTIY
# TNF death inh: TNF-alpha cell death inhibition in Jurkat FADD-/- cells; AID 463075; 220,000 compounds, 0.068% hits; activation (protection from cell death), % at 10 µM; Jurkat FADD-/- TNF necroptosis rescue, ATP luminescence, 24 h; 0 = TNF only, 100 = no-TNF cells;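 active = activation, meaning protection from cell death, of at least 50% relative to plate controls; inactive = activation below 50%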;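 also: necroptosis triggered by 40 ng/mL TNF-alpha added together with compound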
# TRPN1 ag: zebrafish TRPN1 (NompC) channel agonism; HEK293 zebrafish TRPN1-YFP, Fluo-8 calcium fluorescence; 100% = response to 87 µM carbachol; activation, % at 3 µM; 220,000 compounds, 0.18% hits;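 active = activation above its plate's cutoff, the mean activation of test wells on that plate plus 3 SD, cut at about 19% in these data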;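 also: 0% = DMSO alone and 100% = 87 µM carbachol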
#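 Assay system: Zebrafish TRPN1-YFP in HEK293 cells | Incubation: Dye loading 1 h at 37 °C, then 30 min room temperature | Measured by: Kinetic Fluo-8 fluorescence, ex 470-495, em 515-575 nm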
# RBBP9 inhibitor: human RBBP9 hydrolase inhibition; O75884; recombinant RBBP9, FP-Rh probe fluorescence polarization; inhibition, % at 7.94 µM; 220,000 compounds, 0.2% hits;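 active = inhibition above the campaign mean of all tested compounds plus 3 SD, cut at about 14% in these data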;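 also: plate controls were DMSO wells with RBBP9 for no effect and wells lacking RBBP9 protein for full effect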
# Target sequence (O75884 whole entry, looked up): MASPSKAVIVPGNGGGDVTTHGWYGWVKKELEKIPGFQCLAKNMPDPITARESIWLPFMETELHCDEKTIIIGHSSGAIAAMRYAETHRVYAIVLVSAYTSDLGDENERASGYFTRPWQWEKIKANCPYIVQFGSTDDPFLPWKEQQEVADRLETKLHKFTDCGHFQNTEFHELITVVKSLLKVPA
#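 Material: RBBP9 protein. Amount: RBBP9 at 2.5 µM in dispensed solution, before mixing. Schedule: 30 min then 45 min, 25 °C. Medium: Tris buffer pH 8.0, NaCl, Pluronic. Measured by: fluorescence polarization. Measure: percent inhibition from mP, scaled between DMSO and no-protein wells. Replication: one well per compound.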
# BaF3 parental: parental Ba/F3 viability inhibition as JAK2V617F counter-screen; inhibition, % at 5.6 µM; 220,000 compounds, 1.1% hits; CellTiter-Glo ATP luminescence;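 active = inhibition above a per-campaign cutoff, the mean inhibition of all tested compounds plus 3 SD, cut at about 27% in these data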;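 also: 0% = DMSO wells and 100% = JAK Inhibitor I control wells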
# TRPML3 agonist: human mucolipin-3 channel agonism | HEK293 TRPML3-YFP, Fluo-8 calcium fluorescence; 100% = the carbachol control signal | activation, % at 3 µM | 220,000 compounds, 0.29% hits | AID 1448;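 active = activation above its plate's cutoff, the mean activation of the plate's test wells plus 3 SD, cut at about 12% in these data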;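 also: 0% = DMSO only wells and 100% = carbachol wells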
#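 system = HEK293 cells stably carrying human TRPML3-YFP | doses = one concentration, 3 µM nominal, 0.3% DMSO | timing = dye loading 1 h 37 °C then 30 min ambient, 125 s read | detection = Fluo-8 calcium dye fluorescence, ex 470-495, em 515-575 nm | benchmarks = high control carbachol 87 µM, low control DMSO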
# Ba/F3 V617F tox: loss of viability in JAK2V617F-driven Ba/F3 cells; Ba/F3 EpoR-JAK2V617F viability, ATP luminescence; inhibition, % at 5.6 µM; 220,000 compounds, 1.1% hits; AID 1446;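 active = inhibition above the campaign mean plus 3 SD over all tested compounds, cut at about 24% in these data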;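 also: cytokine-independent growth of Ba/F3 cells driven by EpoR plus mutant JAK2; 0% = DMSO-treated cells and 100% = JAK inhibitor I control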
# PPC-1+TRAIL kill: kills PPC-1 cancer cells in the presence of TRAIL; PPC-1 cells + TRAIL, ATPLite viability luminescence; 220,000 compounds, 0.41% hits; cell killing (% activity), % at 4 µM; AID 1443;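 active = cell killing above 50% in the first pass at 4 µM, then a duplicate retest at 5 µM averaging 50% or more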;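 also: plate controls were cells with TRAIL plus DMSO for no effect and medium-only wells lacking cells for full effect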
# Numbers without * were called inactive.
canonical_smiles	CHOP inhibitor	Wee1 degr inh	TNF death inh	TRPN1 ag	RBBP9 inhibitor	BaF3 parental	TRPML3 agonist	Ba/F3 V617F tox	PPC-1+TRAIL kill
COc1ccc(OC)c(/C=N/NC(=O)CSc2nnc(C)n2-c2ccccc2)c1	-6	0	-0.5	0.3	-4	1	-0.1	0	3
CC(C)CNS(=O)(=O)c1ccc(OCC(=O)NCC2CCCO2)c(Cl)c1 (centres undefined)	15	1	-1.3	3.4	-5	3	0.2	2	34
COc1cccc(NC(=O)Cn2c(=O)oc3cc(S(=O)(=O)N4CCCC4)ccc32)c1	21	-2	2.0	4.6	-6	2	1.3	-2	-1
O=S(=O)(c1ccccc1)n1c(C(O)c2ccccn2)cc2ccccc21 (centres undefined)	42	2	0.9	-0.2	-2	5	0.7	1	11
CCCc1cc(N2CCC(C(N)=O)CC2)nc(-c2ccccc2)n1	-4	-2	0.7	-0.5	5	2	-0.7	0	15
CS(=O)(=O)N(CC(=O)N1CCN(c2cccc(Cl)c2)CC1)C1CCCCC1	37	2	-0.5	2.2	-6	8	2.4	1	-1
COc1ccc(C2C(C(=O)OC3CCCCC3)=C(C)Nc3nnnn32)c(OC)c1OC (centres undefined)	6	-2	-4.5	-1.3	0	2	-0.8	-2	2
COC(=O)c1nc(NC2=NCCCCC2)n[nH]1	-33	-2	-0.5	2.2	-3	2	1.0	-1	1

# Full records, quoted from the list. Screens in order: CHOP inhibitor | Wee1 degr inh | TNF death inh | TRPN1 ag | RBBP9 inhibitor | BaF3 parental | TRPML3 agonist | Ba/F3 V617F tox | PPC-1+TRAIL kill
# COc1cccc(NC(=O)Cn2c(=O)oc3cc(S(=O)(=O)N4CCCC4)ccc32)c1 is listed as 21 | -2 | 2.0 | 4.6 | -6 | 2 | 1.3 | -2 | -1
# COc1ccc(OC)c(/C=N/NC(=O)CSc2nnc(C)n2-c2ccccc2)c1 is listed as -6 | 0 | -0.5 | 0.3 | -4 | 1 | -0.1 | 0 | 3

# (cont.)
canonical_smiles	CHOP inhibitor	Wee1 degr inh	TNF death inh	TRPN1 ag	RBBP9 inhibitor	BaF3 parental	TRPML3 agonist	Ba/F3 V617F tox	PPC-1+TRAIL kill
COc1ccc(OC)c2c(=O)cc(C(=O)O)[nH]c12	-4	-1	0.4	1.4	-13	3	0.6	2	21
Cn1c(SCC(=O)N/N=C/c2ccco2)nc2ccccc21	-3	1	-0.4	1.4	-12	-1	0.3	2	14
CC(=O)c1c(C)[nH]c(C(=O)CSc2ncnc3sc(-c4ccccc4)cc23)c1C	50	-2	-4.3	1.1	-17	4	0.7	3	10
CC(NS(=O)(=O)/C=C/c1ccccc1)c1ccccc1 (centres undefined)	12	0	1.0	-0.8	8	-2	0.3	-4	-2
Cc1c(CCC(=O)O)c(=O)oc2cc3occ(-c4ccc(F)cc4)c3cc12	18	4	-1.4	2.0	0	5	-0.1	0	11
Cc1ccccc1C(=O)NNC(=O)Cc1cccc2ccccc12	18	-1	0.7	-1.6	-10	3	-0.1	-2	4
O=S(=O)(Nc1ccc2c(c1)OCCO2)c1cccc2cccnc12	4	-1	-1.8	1.6	-6	7	0.3	1	30
CCN1C(=O)C2(SC(NC(C)=O)=NN2C(C)=O)c2cc(C)cc(C)c21 (centres undefined)	-1	-1	0.2	1.3	-11	5	0.4	2	-4
CCN(CC)CCCNC(=S)N(Cc1cccs1)Cc1cc2cc3c(cc2[nH]c1=O)OCCO3	-9	-1	-2.0	0.1	-2	0	1.3	2	9
Cc1nc(NCCc2ccc(F)cc2)c(C#N)c(C)c1[N+](=O)[O-]	-31	0	-3.4	-0.5	0	4	0.6	-1	3
O=C(NCCCO)C(=O)NCc1ccccn1	18	-4	-0.4	1.4	4	8	1.3	4	13
COc1ccc(S(=O)(=O)NCC2CCCN(Cc3ccccc3C)C2)cc1 (centres undefined)	33	-2	1.7	0.9	-7	4	1.0	1	8
COc1ccc(CC(=O)Nc2nc3n(n2)C(c2ccccc2)CC(=O)N3)cc1OC (centres undefined)	10	-3	-13	0.4	-6	2	0.0	-1	-12
Cc1ccc(NC2=Nc3ccccc3N3C2=Nc2c(c(C)nn2-c2ccccc2)C3c2ccc(O)c(O)c2)cc1 (centres undefined)	0	-3	-9.9	-0.3	-26	3	0.6	-1	8
COC(=O)c1ccccc1NC(=O)Cn1nnc(-c2ccc(OC)cc2)n1	23	2	-2.0	-1.2	-7	0	0.4	-2	7
COc1ccc(CCn2c(=O)c3cccnc3n(Cc3ccc([N+](=O)[O-])cc3)c2=O)cc1OC	8	2	-1.3	1.1	0	8	-1.0	7	2
O=C(COc1ccccc1)N/N=C/c1ccc([N+](=O)[O-])o1	-85	-2	-9.9	1.6	-5	6	0.8	4	7
CCOC(=O)CNC(=O)c1c2c(nc3ccccc13)CCCC2	-13	2	0.7	-0.5	-9	5	0.6	8	15
CCN(CC(=O)NC(C)C)C(=O)Cc1ccc(C)c(C)c1	12	-1	0.2	0.2	-10	5	-0.3	-2	5
COc1cccc(CNC(=O)CSc2ccc(-c3cccs3)nn2)c1	14	-2	0.4	0.0	-3	11	-0.5	2	12
CCOC(=O)N1CCN(CC(O)COc2cc(C)ccc2C(C)C)CC1 (centres undefined)	-18	-1	1.0	-0.1	-6	1	0.3	-3	37
CCNS(=O)(=O)c1ccc(NC(=O)Cn2cc([N+](=O)[O-])cn2)cc1	-1	0	-0.1	1.9	-5	8	0.8	2	-8
Cc1ccc(C2(c3ccc(C)cc3)NC(=O)N(Cc3c(C)noc3C)C2=O)cc1	93*	-2	-3.1	1.2	-1	-1	-0.4	-4	36
CCOC(=O)C1CCCN(S(=O)(=O)c2ccc(F)c(C(=O)Nc3ccc(F)c(F)c3)c2)C1 (centres undefined)	76*	5	-0.5	0.0	-4	4	1.3	-2	16
CC1=C(C(=O)OC(C)C)C(c2cccnc2)C2=C(CCCC2=O)N1 (centres undefined)	91*	-2	1.4	-0.1	0	2	0.0	2	32
Cc1cc(-c2ccccc2)nc(N(C)NC(=O)c2cccc(C(F)(F)F)c2)c1S(C)(=O)=O	25	1	-0.2	0.0	4	9	0.9	6	-8
Cc1cccc(Cn2c(CN3CCN(Cc4ccccc4)CC3)nc3c2c(=O)[nH]c(=O)n3C)c1	28	-1	2.1	1.7	-9	4	0.1	1	4
CC(C)(C)c1cnnn1-c1ccc(C=O)cc1	-12	1	-1.7	2.1	3	-1	1.2	-3	23
Cc1cccc(-n2nnnc2SCC(=O)N(CC(C)C)c2c(N)n(CC(C)C)c(=O)[nH]c2=O)c1	2	3	-1.1	0.5	0	9	0.9	5	12
CCOC(=O)N1CCN(c2nc(-c3ccco3)cc(C(F)(F)F)n2)CC1	86*	-2	1.9	0.3	-6	10	0.1	-4	8
CC1Cc2ccccc2N1C(=O)COC(=O)Cn1cnc2ccccc2c1=O (centres undefined)	29	0	0.1	-0.1	0	1	0.8	-1	-18
CCOC(=O)N1CCN(c2ccc(C(C)=O)cc2F)CC1	3	0	-0.1	0.0	0	2	0.2	-3	3
C=CCN1C(=O)/C(=C\c2ccc(Cl)cc2)N=C1SCC(=O)NC1CCCCC1	-4	0	1.0	0.5	-2	0	0.7	-4	-6
COc1cc(C(C[N+](=O)[O-])c2c(C)[nH]c3ccccc23)cc(OC)c1OC (centres undefined)	1	-1	-5.3	-0.3	-4	10	-0.1	2	17
COC(=O)c1sccc1NC(=O)CSc1cc(Cl)ccc1Cl	47	-4	-3.0	0.0	-5	1	0.2	3	14
O=C(NCCCn1ccnc1)Nc1cccc(Cl)c1	1	1	-0.1	-1.4	-10	6	1.4	4	2
COC(=O)c1scc(C)c1NC(=O)Cc1ccccc1	17	-1	-5.3	0.8	-5	6	-0.4	2	16
Cc1ccc(NC(=O)c2ccccc2)cc1OC(=O)c1ccccc1	61	0	-14	-0.4	-14	4	-0.1	-2	22
Cc1[nH]c2ccc(-c3nnc(SCC(=O)c4ccccc4F)o3)cc2c1C	42	-2	-6.0	0.6	-2	3	-0.1	0	6
COc1ccc(/C=N\NC(=O)c2c(C)nc3ccc(Br)cn23)cc1	-46	3	-5.9	0.9	-8	72*	-0.1	73*	-2
COC(=O)[C@H](Cc1ccccc1)NC(=O)N1CCN(c2ccccc2)CC1	8	2	-0.9	1.7	-9	-6	1.2	-1	-3
CC(C(=O)NC1CCCC1)N(C(=O)c1ccc(-c2ccccc2)[nH]1)c1ccccc1F (centres undefined)	38	0	-4.6	-1.3	-1	2	-0.5	0	12
COc1ccc(NC(=O)C(NS(=O)(=O)c2ccc3c(c2)CCCN3C(C)=O)C(C)C)c(OC)c1 (centres undefined)	20	3	-1.5	-0.6	5	4	-0.2	4	23
Cn1/c(=N/NC(=O)c2ccccc2F)sc2ccccc21	-23	0	0.8	0.3	-9	3	0.2	6	27
O=C(c1ccccc1)N1CCN(Cc2ccccc2Br)CC1	11	-2	0.3	-0.4	-8	2	-0.1	2	3
Cc1cccc(NC(=O)c2cc(N3C(=O)CCC3=O)ccc2Cl)n1	7	-1	-0.5	0.3	-8	3	0.6	3	-1
Cc1nn(-c2ccccc2)c(=O)c2ccccc12	0	0	0.0	0.0	-10	3	-0.3	2	-6
N#CCCn1ncn(-c2ccccc2)c1=S	-8	-1	-3.5	0.4	-7	10	-0.1	-1	-1
O=C(CN1CCC(O)(c2ccc3c(c2)OCO3)CC1)N1CCOCC1	8	0	0.3	2.3	-2	6	1.5	3	6
CCCNS(=O)(=O)c1ccc(NC(=O)Cc2cccs2)cc1	1	0	0.7	0.8	-9	0	-0.4	-1	17
CC(=O)c1ccc(NC(=S)NNC(=O)c2ccncc2)cc1	0	1	-2.1	1.1	3	5	0.1	0	11
CC(C)NC(=O)C(=O)NCc1ccccn1	15	-3	1.2	-0.4	2	-2	0.1	0	4
CC1=CC(=O)C=C(C)C1=NOc1ccccc1[N+](=O)[O-]	-195	0	-9.6	0.5	2	-2	1.0	-4	12
O=[N+]([O-])c1ccc(N/N=C/c2c[nH]c3ccccc23)cc1	57	-2	19	9.8	-2	32*	9.2	52*	12
COc1cccc(-n2nc(C(=O)N3CCN(Cc4ccccc4)CC3)c3ccccc3c2=O)c1	-8	1	-3.2	1.3	-1	5	0.6	-2	23
O=C(NC1CCCc2ccccc21)c1ccccc1Cl (centres undefined)	10	-1	0.1	-1.7	0	2	-0.1	-1	-2
CC(=O)N1CCN(c2ccc(N=Cc3c(O)n(Cc4ccccc4)c(=O)[nH]c3=O)cc2)CC1	-4	-2	-0.6	6.4	-11	3	1.3	2	17

# Compounds as they come, and some 6.8% of all compounds hit somewhere here.
